hIAP block: blocks human intestinal alkaline phosphatase; AID 2544; P09923; purified IAP, CDP-Star luminescence, 30 min; hit rate 0.12% among 330,000; inhibition, % at 10 µM;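 active = inhibition reaching a set limit with compound at 10 µM in the primary screen, cut at about 35% in these data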;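 note: plate controls were DMSO wells with enzyme for no effect and no-enzyme buffer wells for full effect; values of inactives mirror those of a sister screen read the other way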
HKDC1 inhibitor: inhibitors of human hexokinase HKDC1 | Q2TB90 | recombinant HKDC1, G6PDH/diaphorase resazurin coupled fluorescence | inhibition, % at 20 µM | hit rate 0.16% among 340,000;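 active = inhibition above about 35% when tested at 20 µM, limit read from the data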;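 note: plate controls were DMSO wells with enzyme for no effect and DMSO wells lacking enzyme for full effect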
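Test system: recombinant HKDC1 (HK5) hexokinase enzyme, produced in-house / Doses: 20 µM test compound, 1% DMSO / Timing: 90 min, room temperature / Detection: G6PDH/diaphorase-coupled fluorescence, 1 mM NADP, 100 µM resazurin, 525/613 nm / Control set: DMSO wells with and without enzyme mix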
PfG6PD inh: PfG6PD (Plasmodium falciparum) enzyme inhibition; inhibition, % at 20 µM; PfGluPho enzyme, NADPH resazurin-diaphorase fluorescence; AID 504690; hit rate 0.78% among 350,000;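 active = inhibition reaching at least a set limit at 20 µM in the primary screen, cut at about 59% in these data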;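 note: 0% = DMSO wells with substrate and 100% = DMSO wells lacking glucose-6-phosphate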
A3A deaminase: inhibitors of human APOBEC3A DNA deaminase. P31941. recombinant A3A, FAM/TAMRA ssDNA deamination fluorescence. inhibition, % at 20 µM. hit rate 0.41% among 330,000. AID 493011;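 active = at least 40% inhibition at 20 µM here, with at most 30% in a related deaminase screen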;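 note: plate controls were A3A with DMSO for no effect and wells lacking A3A enzyme for full effect; some results filed as inactive read as strong as hits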
Target sequence (P31941 whole entry, looked up): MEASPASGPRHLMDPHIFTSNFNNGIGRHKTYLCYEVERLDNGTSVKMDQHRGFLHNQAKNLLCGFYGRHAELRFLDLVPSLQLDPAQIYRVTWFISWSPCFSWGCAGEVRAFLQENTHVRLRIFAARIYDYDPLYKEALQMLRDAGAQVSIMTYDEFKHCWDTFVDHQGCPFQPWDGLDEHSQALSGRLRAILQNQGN
mIAP inh: mouse IAP inhibition | purified mouse IAP, CDP-Star luminescence, 30 min | inhibition, % at 10 µM | hit rate 0.2% among 330,000 | AID 2806;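 active = inhibition of at least 40% at 10 µM in the primary screen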;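 note: plate controls were DMSO with enzyme for no effect and no enzyme wells for full effect; values of inactives mirror those of a sister screen read the other way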
ATG4B inhibitor: blocks human ATG4B protease cleavage of LC3 substrate; AID 504462; Q9Y4P1; ATG4B cleavage of LC3-PLA2, NBD-HPC fluorescence, 1 h; inhibition, % at 8.33 µM; hit rate 0.51% among 340,000; in the data active = inhibition above about 40%
Target sequence (Q9Y4P1 whole entry, looked up): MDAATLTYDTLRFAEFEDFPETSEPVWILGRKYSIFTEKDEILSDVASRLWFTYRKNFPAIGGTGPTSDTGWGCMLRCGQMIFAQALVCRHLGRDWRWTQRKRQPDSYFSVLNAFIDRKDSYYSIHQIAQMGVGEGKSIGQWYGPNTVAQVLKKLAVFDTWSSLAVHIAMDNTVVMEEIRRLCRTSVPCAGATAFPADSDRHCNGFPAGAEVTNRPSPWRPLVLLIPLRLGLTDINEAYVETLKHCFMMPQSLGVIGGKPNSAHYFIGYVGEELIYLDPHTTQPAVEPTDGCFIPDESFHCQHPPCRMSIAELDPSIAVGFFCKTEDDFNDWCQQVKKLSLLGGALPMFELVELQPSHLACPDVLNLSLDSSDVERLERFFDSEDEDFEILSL
hIAP activ: human IAP activation; P09923; purified human IAP, CDP-Star luminescence, 30 min; hits give high values; 1 = vehicle-only enzyme, 0 = enzyme-free background; activation factor at 10 µM; hit rate 0.16% among 330,000; AID 2524;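 active = activation factor of the enzyme at least 2-fold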; note: the source names both 10 and 20 µM as test concentration; values of inactives mirror those of a sister screen read the other way
mIAP act: mouse IAP activation; activation factor at 10 µM; muIAP, CDP-Star luminescence, 30 min; hits give high values; 1 = vehicle-only enzyme signal, 0 = enzyme-free wells; hit rate 0.24% among 330,000;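 active = activation factor of at least 2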; note: the source names both 10 and 20 µM as test concentration; values of inactives mirror those of a sister screen read the other way
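Assay system: mouse IAP enzyme; Reagent: CDP-Star chemiluminescent phosphatase substrate; Compound: DMSO-dissolved test compounds; Incubation: 30 min, room temperature; Technique: luminescence from enzymatic CDP-Star hydrolysis; Controls: DMSO-only wells and no-enzyme negative control.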
An asterisk follows results filed as active; nt = no result given.

item	smiles	hIAP activ	A3A deaminase	PfG6PD inh	HKDC1 inhibitor	mIAP act	hIAP block	mIAP inh	ATG4B inhibitor
1	CC(O)CNc1ncnc2nc[nH]c12 (stereo not given)	0.961	-4.5	-8.0	-2.4	0.983	3.9	1.7	2.7
2	CCC(=O)Nc1ccc(NC(=O)c2ccccc2Cl)nc1	0.985	0.9	10.9	-3.0	1.02	1.5	-1.7	-11.0
3	COc1ccc(OC)c(C(=O)N2CCC(C(=O)c3ccc(F)cc3)CC2)c1	1.17	-7.7	-0.5	-6.8	1.05	-16.6	-4.7	0.6
4	COc1ccc2cc(S(=O)(=O)NC3CC(C)(C)NC(C)(C)C3)ccc2c1	1.17	-3.9	11.7	-4.7	0.909	-17.3	9.1	-19.2
5	CC(=O)Nc1cccc(NS(=O)(=O)c2cccc3nsnc23)c1	0.932	-1.6	-2.1	-3.8	0.893	6.8	10.7	0.7
6	Nc1nc(SCC(=O)c2cccs2)n[nH]1	1.05	-3.2	-5.1	-8.0	0.945	-5.4	5.5	0.2
7	COc1ccccc1NC(=O)C(=O)NCC1CCCN1S(=O)(=O)c1cccs1 (stereo not given)	1.03	-3.5	10.1	-5.7	0.925	-3.4	7.5	0.6
8	CCOc1ccc(C(=O)NC(C)C2COc3ccccc3O2)cc1 (stereo not given)	0.959	2.0	11.0	-4.4	1.02	4.1	-2.3	2.3
9	CN(CC(=O)N1CCCCC1)S(=O)(=O)c1cccc2nsnc12	1.13	-6.8	-4.8	-3.6	1.05	-12.6	-4.6	7.1
10	CC(C)OC(=O)CSc1nnc(-c2cnccn2)n1-c1ccc(Cl)cc1	0.956	-1.3	-3.5	-0.3	0.954	4.4	4.6	-8.9
11	COc1ccc2c(c1OC)C(=O)O[C@@H]2[C@H]1c2c(cc3c(c2OC)OCO3)CCN1C	0.857	-4.8	-10.0	2.6	0.975	14.3	2.5	-1.0
12	COc1ccccc1-c1csc(NC(=O)c2cc(-c3cccs3)nc3ccccc23)n1	1.03	0.2	-8.4	16.9	0.99	-2.7	1.0	-5.4
13	COc1cc2c(cc1OC)C[N+](C)(C)CC2	0.942	45.3*	6.8	-11.1	1.05	5.8	-4.7	-26.4
14	CCCCOc1ccc(NC(=S)Nc2cc(C)nc(SCCCC)n2)cc1	0.942	-1.8	-4.1	2.7	0.902	5.8	9.8	7.8
15	O=C(C1CC(=O)N(c2ccccc2)C1)N1CCN(C2=NS(=O)(=O)c3ccccc32)CC1 (stereo not given)	1.11	2.1	-3.2	-1.4	1.06	-10.9	-6.4	10.2
16	O=C(/C=C/c1ccccc1)NCc1cccnc1	0.996	-2.6	-4.8	-11.4	1.03	0.4	-3.5	-5.8
17	N#Cc1c(-c2ccccc2)cc(-c2cccs2)nc1SCC(=O)O	0.992	3.2	-16.4	8.5	1.02	0.8	-1.8	17.3
18	CC(CN1CCOCC1)OC(=O)c1ccc(Cl)cc1Cl (stereo not given)	1.04	-2.1	-8.8	-5.0	0.99	-4.4	1.0	0.8
19	COc1ccc(CNC(=O)c2noc3c2CCCC3)cc1	0.946	-1.5	3.6	3.2	1.04	5.4	-3.8	-1.2
20	COc1ccc(OCC(=O)Nc2c(C(=O)N3CCN(C)CC3)oc3ccccc23)cc1	0.918	-3.4	11.8	-4.2	0.973	8.2	2.7	-0.2
21	CC(C)(C)C(=O)COC(=O)CNC(=O)c1ccc(Oc2ccccc2)cc1	1	1.7	-3.6	4.4	1.01	-0.4	-0.8	-12.8
22	CCC(C)C(NC(=O)C1CCC(=O)N1C(=O)OCc1ccccc1)C(=O)NC(Cc1ccccc1)C(N)=O (stereo not given)	1.04	-5.4	-29.9	-12.8	0.928	-3.7	7.2	-3.8
23	C/C(=N\N=C(c1ccccc1)c1ccccc1)c1ccco1	1.03	-3.3	1.2	5.4	0.929	-3.2	7.1	8.2
24	Cc1onc(-c2c(F)cccc2Cl)c1C(=O)NC(=S)NC1CCSC1=O (stereo not given)	1.11	-1.3	-3.2	19.0	0.743	-10.9	25.7	-8.4
25	Cc1ccc(-n2c(C)nc3c(cnn3-c3ccccc3Cl)c2=O)cc1C	1.22	2.4	-1.2	3.2	0.997	-21.7	0.3	-19.5
26	CC(C)(C)NC(=O)CCN(/N=C/c1ccncc1)C1=NS(=O)(=O)c2ccccc21	1.12	2.8	-15.2	-1.4	1.13	-11.8	-12.6	6.5
27	CCn1c(SCC(=O)N(Cc2ccccc2)C2CCS(=O)(=O)C2)nc2ccccc2c1=O (stereo not given)	1.06	-1.5	14.0	6.0	1.01	-5.8	-0.7	-11.5
28	COC(=O)CCCC(=O)NCC1(N(C)Cc2ccccc2)Cc2ccccc2C1	1.06	-0.4	16.9	-4.1	1.03	-5.9	-3.4	6.7
29	Cc1oc(C(=O)O)cc1COc1cccc2ccccc12	1.11	-3.2	-17.9	4.0	0.873	-11.0	12.7	-5.9
30	COc1cccc(C2NC(=O)c3sc(=S)n(-c4ccccc4)c3N2)c1 (stereo not given)	0.937	-3.8	12.7	-4.9	1.04	6.3	-3.7	1.9
31	CCCCN=c1sc(C(=O)OC)cc(=O)n1CCCC	1.13	-2.8	-1.6	2.1	1.1	-13.2	-10.1	11.4
32	COC(=O)c1ccc(NS(=O)(=O)c2c(C)[nH]c(C)c2C(=O)N2CCCC2)cc1	0.839	0.2	-3.3	-4.1	1.05	16.1	-5.3	0.6
33	CCCCOC(=O)C1[C@H]2C(=O)N(Cc3cccs3)C[C@]23C=C[C@H]1O3 (stereo not given in full)	0.89	-2.0	4.4	-1.9	0.952	11.0	4.8	2.5
34	C[C@H]1NS(=O)(=O)c2ccc(Br)cc2O[C@H]1c1ccccc1	nt	4.1	-2.2	20.5	1.05	nt	-5.4	9.3
35	Clc1ccc(C2=CSC3=Nc4cccc5cccc(c45)N23)cc1	0.997	-2.1	45.8	16.7	0.864	0.3	13.6	0.3
36	CCn1nc(C)c(CNC(=O)C2CCC(=O)N(CCc3ccc(OC)cc3)C2)c1C (stereo not given)	1.12	0.1	8.7	-3.9	1.03	-12.3	-2.8	-4.1
37	CC(C)(C)NS(=O)(=O)NC(=O)C1=C(N2CCCC2)COC1=O	0.819	-1.2	2.5	1.0	1.11	18.0	-10.6	1.2
38	COc1ccc(C2C(=O)N(C3CCCCC3)CC(=O)N2CC2COc3ccccc3O2)cc1 (stereo not given)	0.912	-0.6	-1.3	-11.1	0.972	8.8	2.8	-1.5
39	Cc1ccc(NC(=O)COC(=O)c2ccc(NC(=O)CC#N)cc2)cc1S(=O)(=O)N1CCOCC1	1.35	-4.2	-10.8	-1.9	1.06	-35.4	-6.4	-9.4
40	Cc1noc(C)c1CSCC(=O)Nc1ccc(S(=O)(=O)C(F)F)cc1	1.07	-1.8	4.7	-6.3	1.03	-7.3	-3.5	-6.8
41	CN1COc2ccc3ccccc3c2C1	1.14	-7.4	-9.3	5.8	0.964	-13.8	3.6	1.3
42	COC(C[C@@H]1O[C@@H]1[C@@H](O)[C@@H](C)OCc1ccccc1)OC	0.985	0.6	0.5	-5.6	0.936	1.5	6.4	5.5
43	Cc1cccc(C(=O)NC2CCN(C(=O)Nc3ccc(F)cc3)CC2)c1	0.843	-0.8	-7.9	-6.3	0.949	15.7	5.1	-4.3
44	COc1ccc2oc(C(=O)OCC(=O)Nc3cccc(S(=O)(=O)N4CCOCC4)c3)c(C)c2c1	1.2	43.5*	7.1	-0.3	1.04	-19.9	-3.6	-22.6
45	COc1ccccc1NC(=O)CSc1nnc(COc2ccccc2C)o1	1.13	-5.5	3.6	-2.3	1.07	-12.7	-6.7	-3.9
46	Cn1cc(Cl)c(C(=O)OCC(=O)c2ccccc2)n1	1.12	-3.7	10.8	-7.8	1.03	-12.2	-3.2	-2.2
47	CN(C)c1ccc(C(=O)OCC(=O)NCCCc2ccccc2)cc1	1.02	-1.2	1.1	-2.8	1.06	-1.7	-5.7	0.5
48	CC(NC(=S)NNS(=O)(=O)c1ccc(C(C)(C)C)cc1)c1ccccc1 (stereo not given)	0.939	1.8	-27.2	5.8	0.885	6.1	11.5	10.0
49	CCOc1cc(C(=O)Nc2cccc(OCC(=O)N3CCOCC3)c2)cc(OCC)c1OCC	1.17	-1.5	-31.5	-3.6	1.17	-16.8	-16.5	-2.9
50	O=C(Nc1cnccn1)Nc1ccccc1F	1.08	-3.4	2.3	1.8	0.937	-8.4	6.3	-3.5
51	COc1cc(OC)cc(C(=O)NCC(=O)OCC(=O)NC(C)(C)C)c1	0.993	3.4	-18.6	-6.5	1.03	0.7	-3.4	-0.9
52	O=C(Cc1ccc(Br)cc1)c1ccc(O)cc1O	0.932	-4.8	-53.1	-3.8	1.02	6.8	-2.5	-7.3
53	Nc1nc(-c2cc(O)ccc2[N+](=O)[O-])cc(-c2ccccc2)c1[N+](=O)[O-]	1.11	24.8	75.5*	11.7	0.768	-11.4	23.2	0.0
54	COCc1cc(C)nc(SCC(=O)Nc2ccc3c(c2)n(C)c(=O)n3C)c1C#N	1.38	-2.5	1.9	2.4	0.969	-37.6	3.1	0.0
55	Cc1cc(=O)n2nc(N3CCCC(C(=O)NCc4ccc5c(c4)OCO5)C3)sc2n1 (stereo not given)	1.04	-1.4	-3.9	1.4	1.06	-3.9	-6.1	3.4
56	COCCNc1ccc([N+](=O)[O-])cc1C(=O)NC1CCCc2ccccc21 (stereo not given)	0.785	0.1	-1.6	-6.3	0.984	21.5	1.6	-5.9

Additional compounds.
item	smiles	hIAP activ	A3A deaminase	PfG6PD inh	HKDC1 inhibitor	mIAP act	hIAP block	mIAP inh	ATG4B inhibitor
57	CS(=O)(=O)N1CCC(C(=O)Nc2ccc(C(N)=O)cc2)CC1	1.01	1.8	2.5	-6.1	1.01	-0.9	-0.9	-6.3
58	CC(C)c1ccc(Cc2nnc(NCCCO)[nH]c2=O)cc1	1.21	-3.4	9.8	-7.0	0.997	-20.7	0.3	0.5
59	COc1cccc(-c2cc(C(=O)NCCc3ccccc3)no2)c1	0.98	5.9	-11.6	8.5	1.01	2.0	-1.2	10.8
60	O=C(Nc1ccon1)c1ccc2c(c1)OCO2	0.879	-1.3	-3.7	-3.4	0.964	12.1	3.6	-5.9
61	Clc1cccc(Cl)c1CSc1cc2c(nn1)-c1ccccc1CC2	0.84	1.2	6.0	-4.8	0.905	16.0	9.5	27.9
62	O=C(Cc1noc2ccccc12)Nc1ccc2ccccc2c1	0.846	46.8*	2.9	-2.0	1.09	15.4	-9.0	-9.5
63	COC(=O)C(Sc1nc(C)cc(C)c1C#N)c1ccccc1 (stereo not given)	1.01	-4.9	7.8	1.0	1	-1.2	-0.2	49.6*
64	O=C(NC1CCCCC1)C(c1ccco1)N(C(=O)c1csnn1)c1ccccc1 (stereo not given)	0.923	-5.9	7.3	-6.3	0.992	7.7	0.8	-2.6

Four compounds already listed, arranged by the number in ATG4B inhibitor, largest number first.
item	smiles	hIAP activ	A3A deaminase	PfG6PD inh	HKDC1 inhibitor	mIAP act	hIAP block	mIAP inh	ATG4B inhibitor
63	COC(=O)C(Sc1nc(C)cc(C)c1C#N)c1ccccc1 (stereo not given)	1.01	-4.9	7.8	1.0	1	-1.2	-0.2	49.6*
59	COc1cccc(-c2cc(C(=O)NCCc3ccccc3)no2)c1	0.98	5.9	-11.6	8.5	1.01	2.0	-1.2	10.8
58	CC(C)c1ccc(Cc2nnc(NCCCO)[nH]c2=O)cc1	1.21	-3.4	9.8	-7.0	0.997	-20.7	0.3	0.5
62	O=C(Cc1noc2ccccc12)Nc1ccc2ccccc2c1	0.846	46.8*	2.9	-2.0	1.09	15.4	-9.0	-9.5

Screens: PubChem BioAssay, Sanford-Burnham Center for Chemical Genomics
